# High-throughput results from PubChem BioAssay.
# SUMO1 PPI mod = SUMO1-SIM interaction modulation | P63165 | SUMO1 binding to a labelled peptide, TR-FRET, 1 h | inhibition, % at 20 µM | 0.33% of 360,000 active | AID 602429; in the data active = inhibition above about 37%
# STEP inh = blocks human striatal-enriched tyrosine phosphatase. P54829. recombinant STEP, OMFP fluorogenic substrate, fluorescence. inhibition, % at 20 µM. 0.25% of 360,000 active;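 active = inhibition at 20 µM, scaled per plate between control wells, above about 37%, limit read from the data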;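 also: 0% = DMSO with enzyme and substrate and 100% = substrate only without enzyme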
#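 System: STEP phosphatase, cell-free reaction; Buffer or medium: Bis-Tris pH 6.0 buffer with DTT, detergent; Incubation: 20 min at room temperature, dark; Measured by: fluorescence, 480/540 nm.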
# MT1-MMP act inh = blocks activation of human MT1-MMP | 0.061% of 360,000 active | AID 651647 | HT1080 RFP-PRO-GFP cells, GFP/RFP ratio fluorescence, overnight; percent of plate control window, DMSO zero | P50281 | GFP/RFP ratio change, % at 20 µM;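 active = GFP/RFP ratio change of at least 30% with cell ATP level not reduced by more than half and red fluorescence within 50% of control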; also: strong numbers were not always called active
#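 Assay system: RFP-PRO-GFP reporter HT1080 cells; read-out basis: GFP/RFP fluorescence ratio; benchmarks: DMSO wells and RFP-L50D-GFP cells; doses: 20 µM single dose, 1% DMSO; schedule: overnight cell settling, then overnight compound exposure, 37 °C, 5% CO2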
# SKN-1 inh = blocks SKN-1 activity in C. elegans | inhibition, % at 21.8 µM | C. elegans VP596 Pgst-4::GFP/RFP ratio, acrylamide-induced, 24 h | 0.49% of 360,000 active | AID 624304;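 active = interference check ratio from 0.5 to 1.5 plus GFP to RFP signal ratio inhibition reaching or exceeding a fixed threshold, cut at about 30% in these data, passing the limit was not always enough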; also: some compounds called inactive have numbers as strong as hits
# DNMT1 inh = inhibitors of human DNMT1; P26358; DNMT1 molecular beacon, Hinp1I cleavage, fluorescence; inhibition (reported as % activation of signal), % at 10 µM; 0.83% of 360,000 active; AID 588458; in the data active = inhibition above about 50%
# Target sequence (P26358 504-1616 limits assumed): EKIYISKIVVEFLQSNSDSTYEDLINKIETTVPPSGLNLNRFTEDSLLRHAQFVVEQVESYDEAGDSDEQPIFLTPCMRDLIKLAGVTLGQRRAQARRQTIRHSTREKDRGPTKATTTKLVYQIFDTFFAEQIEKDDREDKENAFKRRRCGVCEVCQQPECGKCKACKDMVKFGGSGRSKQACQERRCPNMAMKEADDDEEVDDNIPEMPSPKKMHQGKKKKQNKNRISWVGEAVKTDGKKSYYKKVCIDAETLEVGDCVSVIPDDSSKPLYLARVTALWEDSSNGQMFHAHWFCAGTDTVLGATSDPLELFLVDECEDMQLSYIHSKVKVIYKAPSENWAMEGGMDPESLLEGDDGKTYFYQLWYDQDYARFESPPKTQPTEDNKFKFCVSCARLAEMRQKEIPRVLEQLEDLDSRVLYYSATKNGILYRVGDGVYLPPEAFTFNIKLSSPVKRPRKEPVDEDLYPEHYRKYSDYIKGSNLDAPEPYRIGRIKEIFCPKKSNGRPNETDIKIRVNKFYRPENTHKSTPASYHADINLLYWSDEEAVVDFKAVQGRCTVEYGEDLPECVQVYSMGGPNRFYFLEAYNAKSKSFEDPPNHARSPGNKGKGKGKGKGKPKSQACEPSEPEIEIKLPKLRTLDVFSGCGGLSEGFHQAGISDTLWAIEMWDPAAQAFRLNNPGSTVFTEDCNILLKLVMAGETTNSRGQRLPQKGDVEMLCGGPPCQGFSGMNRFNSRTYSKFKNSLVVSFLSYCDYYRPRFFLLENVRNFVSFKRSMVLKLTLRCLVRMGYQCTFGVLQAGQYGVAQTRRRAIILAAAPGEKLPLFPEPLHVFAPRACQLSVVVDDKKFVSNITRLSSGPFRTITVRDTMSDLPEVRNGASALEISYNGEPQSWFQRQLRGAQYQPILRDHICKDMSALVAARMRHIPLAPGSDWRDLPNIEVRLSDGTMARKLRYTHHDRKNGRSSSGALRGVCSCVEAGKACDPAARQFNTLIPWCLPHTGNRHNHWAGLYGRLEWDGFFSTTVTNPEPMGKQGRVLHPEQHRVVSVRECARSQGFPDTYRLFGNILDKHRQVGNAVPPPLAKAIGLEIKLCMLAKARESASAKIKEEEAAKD
# NadD inh = NadD (S. aureus) enzyme inhibition; 0.78% of 360,000 active; purified NadD enzyme, colorimetric absorbance read-out; inhibition, % at 20 µM; in the data active = inhibition above about 26%; also: some compounds past the cut are filed as inactive
# Rpn11 inh = inhibitors of human proteasome Rpn11. human 26S proteasome, Ub4-pepOG fluorescence polarization; 20S core pre-blocked with epoxomicin. calls only at 20 µM. 0.59% of 360,000 active. AID 588493. O00487;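 active = inhibition at 20 µM, scaled to each plate's controls, above about 33%, limit read from the data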
# LMPTP block = LMPTP (human) inhibition; AID 651560; 0.22% of 360,000 active; recombinant LMPTP-A, OMFP fluorogenic substrate, fluorescence intensity; inhibition, % at 20 µM;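 active = compounds that cut the enzyme signal by at least half of the control window in the single-dose screen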;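 also: plate controls were DMSO wells with enzyme plus substrate for no effect and substrate without enzyme for full effect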
#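 Assay system: LMPTP-A enzyme. Input: 0.625 nM LMPTP-A final. Probe or stimulus: 400 µM OMFP. Compound dosing: single 20 µM dose. Schedule: 50 min dark incubation at room temperature. Detection: fluorescence intensity of OMFP turnover product. Read-out: percent inhibition versus substrate-only and uninhibited controls. Benchmarks: no-enzyme low control, uninhibited high control.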
# CendR NRP1 mod = alters CendR peptide binding to human NRP-1 | O14786 | FAM-RPARPAR peptide binding to NRP-1, fluorescence polarization | inhibition, % at 25 µM | 0.85% of 360,000 active | AID 602438;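 active = inhibition or corrected inhibition above about 18%, plus a signal ratio from 0.5 to 1.5, limit read from the data, passing the limit was not always enough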; also: strong numbers were not always called active
# Scp1 inh = blocks human Scp-1 phosphatase activity; Recombinant Scp1, phosphopeptide, malachite green phosphate absorbance; inhibition, % at 20 µM; 0.88% of 340,000 active; AID 493091;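 active = inhibition above about 50% at 20 µM, limit read from the data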;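 also: plate controls were DMSO wells with enzyme for no effect and wells lacking enzyme for full effect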
#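 Times: enzyme reaction 45 min at room temperature, colour 5 min, stabilisation 30 min. Material: SCP-1 catalytic fragment, aa 76-261. Medium: Acidic Tris acetate buffer with magnesium and detergent. Signal: colorimetric free-phosphate detection, absorbance 630 nm. Read-out basis: % inhibition of SCP-1 phosphate liberation. Reagent: Phosphorylated 17-residue peptide substrate.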
# Starred values were filed as active, the others as inactive; i = inactive; . = not tested or not shown.
smiles	SUMO1 PPI mod	STEP inh	MT1-MMP act inh	SKN-1 inh	DNMT1 inh	NadD inh	Rpn11 inh	LMPTP block	CendR NRP1 mod	Scp1 inh
Cc1ccccc1NC(=O)c1c(C)[nH]c(=S)c(C#N)c1-c1ccc(Cl)cc1	-1.6	-1.1	-16.2	1.6	-4.6	17.8	i	-2.5	4.1	-10.5
Cc1c(-c2ccccc2)[n+](=O)c(-c2ccc(Br)cc2)c(C)n1[O-]	-2.2	-0.4	-2.2	13.1	2.7	-8.5	i	-1.2	4.5	-22.6
Cc1cc(C(=O)COC(=O)C2COc3ccccc3O2)c(C)n1CC1CCCO1 (stereo not given)	-0.5	-2.6	0.6	-8.7	-6.8	-2.5	i	-0.8	3.4	-10.6
C=CCNCC(O)COc1ccc(C(C)=O)cc1OC (stereo not given)	0.5	-1.3	2.2	3.2	-1.7	-8.4	i	-0.4	-3.5	-7.2
O=C(OCC(=O)N1CCc2ccccc21)c1ccc(Br)o1	7.5	-0.1	2.6	0.0	3.3	-8.9	i	-1.8	-16.0	-7.5
O=C(O)C1CCC(=O)N1Cc1ccccc1Cl (stereo not given)	-2.5	1.3	-0.7	22.3	0.7	7.6	i	-1.3	3.4	-5.6
O=C(Nc1cccc(-c2nc3ncccc3o2)c1)c1ccc2c(c1)OCO2	-1.8	0.7	-3.7	26.3	4.2	1.0	i	-1.4	-2.1	-5.2
O=C(COC(=O)CCSc1ccc(Cl)cc1)NCc1ccccc1Cl	-0.5	1.5	1.6	10.4	1.0	-4.8	i	0.4	4.1	-0.8
Cc1ccc(NC(=O)c2ccc3ccccc3n2)cc1S(=O)(=O)N(C)C	1.3	-2.2	3.9	-1.2	-1.1	-8.7	i	1.4	-2.0	-8.2
CN(C)CCCN1C(=O)C(=O)/C(=C(/O)c2ccncc2)C1c1ccccc1 (stereo not given)	-3.5	-0.5	1.5	2.5	-2.8	-2.1	i	-4.0	-5.1	-3.0
CSc1ccccc1C(=O)OCC(=O)NCCN1C(=O)CSC1=O	0.0	0.9	-2.3	4.5	-0.4	5.9	i	-0.9	14.6	-2.4
COc1ccc(NCc2nnc(SCC(=O)N3CCCc4ccccc43)o2)cc1	-10.5	-0.9	-9.5	-0.7	-8.2	8.3	i	1.2	2.8	-8.5
CCCCCCCCN1C(=O)[C@H](CC(=O)N2CCSCC2)C[C@@]2(C(=O)OC)CC(C)(C)CC=C12	6.8	.	-9.2	0.1	.	.	.	5.2	-1.1	.
C=CC1CN(C(=O)OCC(Cl)(Cl)Cl)C2CC3c4ccc(OC)cc4NC3C3CC1C2CO3 (stereo not given)	-1.6	-0.2	8.4	9.1	-11.4	0.4	i	1.2	-16.1	4.1
CCOc1ccc(CN2CCNC(=O)C2CC(=O)NC2CCOCC2)cc1 (stereo not given)	-1.6	-0.6	-0.1	18.5	-3.9	-6.1	i	-1.6	-2.1	-10.2
CC1CCCN(c2nc3c(c(=O)[nH]c(=O)n3C)n2Cc2ccccc2Cl)C1 (stereo not given)	5.3	0.5	0.4	-11.8	3.2	5.0	i	-0.7	-1.5	-6.0
CCC(=O)Nc1nc(C)c(C(=O)N2CCCCC2)s1	0.4	-1.9	-0.9	7.6	-1.3	-5.9	i	0.0	-9.8	-9.4
O=C(O)c1ccc(Oc2ccccc2)o1	3.6	2.5	-1.8	-8.9	-0.3	-3.1	i	-1.3	0.0	0.9
Cc1ccc(NC(=O)CN2CCN(CCN=CC3=C(O)CC(C)(C)CC3=O)CC2)cc1	-3.5	-3.9	-4.8	-17.3	-1.2	-0.7	i	-4.0	13.9	-4.6
Cc1cc(NC(=O)CC(C)(C)C)nc2c1c(=O)oc1ccccc12	10.0	0.7	-3.6	11.8	0.3	3.9	i	-0.4	-9.8	-10.7
COc1ccc(N2CCN(S(=O)(=O)CCNC(=O)C3CC(=O)N(c4ccccc4)C3)CC2)cc1 (stereo not given)	3.3	2.1	-0.5	14.8	0.0	4.8	i	-0.3	15.5	-7.5
Cc1nc(NCCc2ccccc2)sc1C(=O)N(C)C	3.5	9.4	0.6	-2.3	1.7	-1.8	i	-1.9	16.2	1.6
Cc1ccc(NC(=O)CSc2ccc(-c3ccccn3)nn2)cc1F	4.9	0.3	3.4	2.2	1.5	2.8	i	0.3	-1.6	-3.6
CC1(C)OC(=O)N(c2cccnc2)C1(C)O (stereo not given)	-0.8	1.7	4.6	0.9	-0.5	5.1	i	-1.7	5.6	5.7

# Reformatted with values under each structure: entries from further up
# Sequence of screens: SUMO1 PPI mod	STEP inh	MT1-MMP act inh	SKN-1 inh	DNMT1 inh	NadD inh	Rpn11 inh	LMPTP block	CendR NRP1 mod	Scp1 inh
> Cc1nc(NCCc2ccccc2)sc1C(=O)N(C)C
→ 3.5	9.4	0.6	-2.3	1.7	-1.8	i	-1.9	16.2	1.6
> Cc1ccc(NC(=O)CSc2ccc(-c3ccccn3)nn2)cc1F
→ 4.9	0.3	3.4	2.2	1.5	2.8	i	0.3	-1.6	-3.6

# Next part.
smiles	SUMO1 PPI mod	STEP inh	MT1-MMP act inh	SKN-1 inh	DNMT1 inh	NadD inh	Rpn11 inh	LMPTP block	CendR NRP1 mod	Scp1 inh
O=C(c1ccc(OC2CCN(Cc3cccc(F)c3)CC2)cc1)N1CCCCC1	-1.3	-1.6	1.6	-4.6	0.9	-2.2	i	-1.7	-3.9	-1.8
C=CCn1c(SCC(=O)NC(=O)Cc2ccccc2)nnc1-c1ccccc1F	-2.5	0.5	-3.1	5.4	-0.8	-0.3	i	-1.7	0.6	-12.4
CN(C)c1cc(-c2cccc([N+](=O)[O-])c2)oc(=O)c1Cl	-27.9	1.5	0.6	-3.4	-0.1	0.6	i	0.5	-0.6	21.9
O=C(/C=C/Sc1ncn[nH]1)c1ccc(Cl)cc1	2.2	0.7	21.1	-8.9	12.8	-4.7	i	0.5	-6.1	-4.4
Cc1onc(-c2c(Cl)cccc2Cl)c1C(=O)N=C(N)N1CC(C)OC(C)C1 (stereo not given)	-0.9	1.9	3.4	13.7	-1.6	-9.0	i	-1.6	7.1	2.7
C=CCn1cccc(C(=O)Nc2ccc(OC)c(Cl)c2)c1=O	-3.1	-3.4	1.5	-0.7	1.4	0.6	i	-0.5	1.8	-15.6
CC(=O)C1=C(O)C(=O)N(c2ccc(C(=O)O)cc2)C1c1ccc([N+](=O)[O-])cc1 (stereo not given)	-12.9	-0.6	-3.1	-1.1	1.7	3.5	i	-1.8	-2.2	-1.2
Cc1ccc(CN2C(=O)CCC2C(=O)NCc2ccccc2Cl)cc1 (stereo not given)	-2.5	1.0	-0.3	-0.7	-1.7	0.5	i	-0.6	-3.2	-6.8
Cc1ccc(-c2nc3c4ccccc4ccn3c2CN2CCCCC2)cc1	-4.4	-1.0	-2.7	-2.7	-1.8	-3.4	i	-0.9	-22.8	5.8
COc1ccc(S(=O)(=O)N2CCOCC2)cc1C(=O)N1CCCC1	-3.8	1.1	-2.9	10.3	-8.3	6.3	i	0.4	12.8	-1.3
Cc1noc(C)c1C(=O)OC(C)C(=O)c1ccc(C(C)(C)C)cc1 (stereo not given)	0.8	-0.6	1.5	10.4	1.2	-0.1	i	-0.1	2.4	.
CC[C@@]1(C(=O)OC)N[C@H](CN(C)S(=O)(=O)c2ccc(F)cc2)[C@@H]2C(=O)N(C)C(=O)[C@@H]21	-5.0	-3.4	0.9	4.2	3.2	3.3	i	-0.5	-3.9	-10.6
O=C(Cn1nc(-c2ccccc2)c2ccccc2c1=O)Nc1ccc(O)cc1	2.0	-0.8	1.6	-9.7	11.1	-3.2	i	1.7	-4.9	-6.8
O=C(CCC(=O)c1ccc(F)cc1)Nc1cccc(Br)c1	-1.5	0.7	-0.9	-8.8	-3.4	-0.2	i	1.0	-34.9	-0.9
Cc1ccc(NC(=O)CN2CCC3(O)CCCCC3C2c2ccc3c(c2)OCO3)c(C)c1 (stereo not given)	0.1	0.5	-5.4	1.9	-3.4	16.9	i	-1.8	4.1	-1.8
CCOc1ccc(S(=O)(=O)N2CCC(C(=O)Nc3ccc(C)c(S(=O)(=O)N4CCOCC4)c3)CC2)cc1	2.2	-2.0	-0.6	-2.1	-6.6	-6.4	i	3.2	2.2	-12.0
COC(=O)[C@H](Cc1ccccc1)N(C)S(=O)(=O)c1cccc(S(=O)(=O)N(C)[C@@H](Cc2ccccc2)C(=O)OC)c1	32.0	-2.5	8.6	-7.7	3.5	-1.7	i	2.0	5.8	-11.3
Oc1ccccc1/C=N/Nc1cccc2cccnc12	-9.5	2.4	4.5	-1.1	-13.0	-0.7	i	0.9	3.0	-4.3
CCCCOC(=O)Sc1nc2ccccc2o1	-1.5	1.5	4.9	-17.3	19.3	-4.2	i	2.0	-9.7	-5.2
COc1cc(NC(=O)CSc2nc3ccccc3cc2Cc2ccccc2)cc(OC)c1	-2.7	3.6	-3.4	11.6	-5.0	6.6	i	5.8	-8.0	1.8
S=c1nc(C2CCCCC2)[nH][nH]1	2.7	-2.5	3.6	-16.1	1.5	-1.2	i	0.2	6.1	6.7
Nn1c(=S)[nH]c2sc3c(c2c1=O)CCCC3	6.9	1.5	1.6	35.6*	0.6	4.6	i	-1.4	-14.5	-13.3
CC(=O)NCCc1nc2ccccc2n1CCOc1ccccc1	4.4	2.0	-2.4	-6.3	1.2	-6.5	i	1.3	-1.9	-10.7
COc1ccc(C(=O)NCC2CCCCC2)cc1S(=O)(=O)N1CCCC1	0.6	2.5	1.8	20.0	6.0	2.6	i	-0.7	0.9	-2.2
O=S1(=O)CC/C(=N/Nc2ccc(C(F)(F)F)cn2)c2cc(F)ccc21	-1.8	3.5	-3.4	10.8	1.6	-8.9	i	1.6	-6.0	-1.0
Cc1ccc(CNc2ccc(Cl)cc2[N+](=O)[O-])cc1	-33.3	11.7	1.2	2.7	-2.6	8.2	i	2.7	-4.0	-10.8
Cc1ccc(O)c(C(=O)c2cc(C#N)c(=O)n(C(C)c3ccccc3)c2)c1 (stereo not given)	-7.1	3.5	-2.6	6.6	0.0	-1.5	i	-0.2	-23.1	-17.2
COc1ccc(OC)c(C(C(=O)NCc2ccco2)N(C(=O)Cn2nnc3ccccc32)C2CC2)c1 (stereo not given)	4.6	6.2	-61.0	-14.0	-0.8	-1.3	i	0.1	-0.6	3.6
COc1ccccc1C(=O)NC(=S)Nc1ccc(S(=O)(=O)N2CCN(C)CC2)cc1	-0.2	1.3	2.3	-9.5	-1.5	-7.0	i	0.5	7.7	8.0
Oc1ccc(/C=N/Nc2cc(N3CCCC3)nc(N3CCCC3)n2)cc1	6.1	9.8	-4.0	2.3	-7.6	14.5	i	9.1	3.5	-11.6
